Screens deposited in PubChem BioAssay by several laboratories.
MrgX1 antagonist – antagonists of human MrgX1 receptor, primary screen, HEK293 cells, Fluo-4 calcium flux; Mas-related G-protein coupled receptor member X1 (Homo sapiens), Q96LB2; BAM8-22 antagonism; hits give low values; B-score at 10 µM; 1.3% of 310,000 active;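 active = calcium-response B-score plate-corrected more than 3 library SD below zero, starting fluorescence within 5 deviations, no agonist response on first addition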;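 also: peak minus trough fluorescence over baseline after final BAM8-22 challenge near maximal dose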
MrgX1 agonist – agonists of human MrgX1 receptor, primary screen, HEK293 cells, Fluo-4 calcium flux | Mas-related G-protein coupled receptor member X1 (Homo sapiens), Q96LB2 | Fluo-4 calcium fluorescence, agonist mode; hits give high values | B-score at 10 µM | 0.44% of 310,000 active;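 active = calcium response B-score plate-corrected fluorescence ratio at least 3 library SD, with starting fluorescence B-score inside 5 SD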
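Assay system: stable human MrgX1 HEK293 cell line. Quantity: 15,000 cells per well. Schedule: cells plated overnight, dye loaded 0.5 h 37 °C, 0.5 h room temperature. Detection: Fluo-4 NW calcium-flux fluorescence, kinetic read. Read-out basis: peak-minus-minimum fluorescence over baseline, converted to B scores. Control set: positive and negative control wells on each plate.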
MrgX1 allo act – positive allosteric modulators of MrgX1, primary screen, HEK293 cells, Fluo-4 calcium flux. Mas-related G-protein coupled receptor member X1 (Homo sapiens), Q96LB2. FDSS; hits give high values. B-score at 10 µM. 0.63% of 310,000 active;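 active = plate-corrected calcium response at least 3 library SD above typical, normal starting fluorescence, not activating the receptor alone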;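 also: compound read alongside a low EC10 to EC30 dose of BAM8-22 agonist; peak minus trough fluorescence over baseline measured at the second addition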
TRPC4 PAM – positive allosteric modulators of TRPC4, primary screen, cell-based, mouse TRPC4beta, HEK293 mu-opioid, Fluo-4 calcium | DAMGO EC20, Fluo-4 Ca2+ flux; hits give high values | B-score at 10 µM | Short transient receptor potential channel 4 (Mus musculus), Q9QUQ5 | AID 2227, 2009 | 0.42% of 310,000 active;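 active = B-score of calcium response area above 5 SD of library B-scores, with initial fluorescence ratio within 5 SD of library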;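 also: B-score of integrated fluorescence ratio over time as area under calcium response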
TRPC4 block – inhibitors of mouse TRPC4 channel, primary screen, Fluo4 calcium, HEK293 TRPC4beta/mu-opioid cells | DAMGO-evoked Fluo4 calcium flux; hits give low values | B-score at 10 µM | 0.39% of 300,000 active | AID 2247, 2010;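 active = B-score over 3 SD under the library average, no early fluorescence shift, positive overall ratio signal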
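Assay system: HEK293 cells with stable TRPC4beta plus mu-opioid receptor expression; Probe or stimulus: DAMGO in two steps, submaximal then maximal; Dosing: single-point compound dosing; Measured by: Fluo4 calcium-dye fluorescence, kinetic read; Read-out basis: B score from integrated Fluo4 fluorescence ratio.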
AI-2 QS modul – Vibrio harveyi AI-2 quorum sensing modulators, primary screen, JMH597 strain, luminescence/OD600 ratio | Vibrio harveyi JMH597 AI-2 luminescence/OD600 ratio, 9 h; hits give low values; strain lacks LuxN and CqsS sensors; 0 = neutral-control median | activity change, % at 7.5 µM | 0.4% of 300,000 active | AID 2094, 2009; in the data active = activity change below about -75%, passing the limit was not always enough;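 also: luminescence divided by OD600 gain over 9 h not by final OD600 alone; inactives centre near 13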
HIF activator – HIF pathway transcriptional activators, primary screen, cell-based, U2OS HRE-luciferase, luminescence. U2OS HRE-luciferase reporter; normalized: DMSO 0%, desferrioxamine 100%. 0.32% of 300,000 active. activation, % at 7.5 µM (by protocol);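 active = mean activation of at least 10% of the iron chelator positive control signal, with at least half of replicates also reaching 10%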
TRPC6 inh – mouse TRPC6 channel inhibitors, primary screen, cell-based, HEK293, membrane potential dye; ACh-evoked depolarization; hits give low values; B-score at 10 µM; 1.1% of 310,000 active;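 active = B-score under library mean minus 3 SD, initial fluorescence not abnormally high, positive integrated signal ratio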;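 also: B-score derived from integrated fluorescence ratio over the kinetic read; more negative B-score means stronger inhibition of depolarization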
Target sequence (Q61143 whole entry, looked up): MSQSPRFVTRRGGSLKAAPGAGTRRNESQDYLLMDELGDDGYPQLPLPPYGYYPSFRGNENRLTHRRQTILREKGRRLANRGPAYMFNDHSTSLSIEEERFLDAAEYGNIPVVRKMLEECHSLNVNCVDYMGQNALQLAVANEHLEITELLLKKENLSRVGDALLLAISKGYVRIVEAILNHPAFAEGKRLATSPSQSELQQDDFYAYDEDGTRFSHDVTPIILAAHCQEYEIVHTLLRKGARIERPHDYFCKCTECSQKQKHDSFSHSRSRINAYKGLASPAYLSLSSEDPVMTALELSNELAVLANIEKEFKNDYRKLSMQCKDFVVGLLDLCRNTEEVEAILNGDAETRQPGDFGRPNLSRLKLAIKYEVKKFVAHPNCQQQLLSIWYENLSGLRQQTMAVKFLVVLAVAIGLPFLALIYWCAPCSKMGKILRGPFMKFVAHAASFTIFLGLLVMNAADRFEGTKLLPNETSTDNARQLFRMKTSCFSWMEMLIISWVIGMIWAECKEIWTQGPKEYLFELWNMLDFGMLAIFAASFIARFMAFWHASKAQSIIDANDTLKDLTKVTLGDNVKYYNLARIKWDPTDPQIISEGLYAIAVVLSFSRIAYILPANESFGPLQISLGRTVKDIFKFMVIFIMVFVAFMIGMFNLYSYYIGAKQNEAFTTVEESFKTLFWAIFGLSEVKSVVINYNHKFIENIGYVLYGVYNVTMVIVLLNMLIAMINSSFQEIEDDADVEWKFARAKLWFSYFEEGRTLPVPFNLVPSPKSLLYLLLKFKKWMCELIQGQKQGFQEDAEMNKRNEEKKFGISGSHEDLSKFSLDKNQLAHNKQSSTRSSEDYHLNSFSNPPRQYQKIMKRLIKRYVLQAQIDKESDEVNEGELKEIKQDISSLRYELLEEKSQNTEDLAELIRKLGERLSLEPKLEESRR
TRPC4 agonist – activators of mouse TRPC4 channel, primary screen, Fluo4 calcium, HEK293 TRPC4beta/mu-opioid cells; B-score at 10 µM; 0.49% of 310,000 active; AID 2237, 2010; Fluo4 calcium fluorescence; hits give high values; Short transient receptor potential channel 4 (Mus musculus), Q9QUQ5;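 active = B-score above 5 SD of library B-scores, and initial fluorescence ratio not above library mean plus 5 SD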;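 also: positive B-score marks a calcium rise read as TRPC4 activation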
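Technique: kinetic Fluo4 calcium fluorescence; Test system: TRPC4beta and mu-opioid receptor HEK293 stable cells; Measure: B-scored integrated calcium fluorescence ratio; Benchmarks: low control buffer alone, high control maximal DAMGO; Schedule: 45 min room-temperature Fluo4 loading, 110 s read.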
PolyA inhibitor – polyadenylation inhibitors in yeast reporter cells, primary screen, luminescence, S. cerevisiae; S. cerevisiae SKY197-pL101 polyadenylation reporter, beta-gal luminescence; efflux-impaired pdr1/pdr3 knockout yeast; score 100 = 6 SD above DMSO; calls only at 12 µM; 0.02% of 300,000 active; AID 1875, 2009;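 active = lowest replicate activity score at least 50, where 100 means six control SD above control mean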;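 also: yeast exposed to compound for 9 h at 30 °C; higher score means more reporter readthrough which indicates perturbed polyadenylation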
TRPC6 act – mouse TRPC6 channel activators, primary screen, cell-based, HEK293, membrane potential dye | AID 2550, 2010 | 0.13% of 310,000 active | Short transient receptor potential channel 6 (Mus musculus), Q61143 | B-score at 10 µM | HEK293-TRPC6 membrane potential dye fluorescence; hits give high values;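 active = B-score of the integrated fluorescence ratio above library mean plus 3 SD, and starting fluorescence ratio within library mean plus 5 SD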;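 also: higher score means more depolarization so channel activation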
An asterisk follows results filed as active; i = inactive; . = no result given. A portion of the library (hit frequency here may not be typical).

mol | AI-2 QS modul | TRPC4 block | PolyA inhibitor | TRPC6 inh | MrgX1 agonist | MrgX1 antagonist | MrgX1 allo act | TRPC6 act | HIF activator | TRPC4 PAM | TRPC4 agonist
CCSc1nnc(NC(=O)C(NC(=O)c2ccc(Cl)cc2)C(C)C)s1 (configuration not stated) | 4 | i | i | i | i | i | i | i | -0.2 | i | i
CN(C(=O)c1cc(COc2ccc(F)cc2Cl)on1)C1CCCc2ccccc21 (configuration not stated) | 20 | i | i | i | i | i | i | i | 0.0 | i | i
CN1C(=O)NC(c2ccc(O)cc2)C2=C1CN(c1ccc(O)cc1)C2=O (configuration not stated) | 16 | i | i | i | i | i | i | i | -0.4 | i | i
CC(=O)Nc1ccc(NC(=O)CCCSc2nc3ccccc3s2)cc1 | 12 | i | i | i | i | i | i | i | 0.2 | i | i
COCCn1c(SC2CCOC2=O)nc2ccccc2c1=O (configuration not stated) | 15 | i | i | i | i | i | i | i | -0.4 | i | i
CCCc1nc2c(ccc3ccccc32)cc1CC | -2 | i | i | i | i | i | i | i | 0.3 | i | i
CSCCC(NC(=O)c1ccccc1Cl)C(=O)Nc1ccc(C)c(S(=O)(=O)N2CCOCC2)c1 (configuration not stated) | -9 | i | i | i | i | i | i | i | -0.1 | i | i
O=C1CCC(c2ccccc2)=NN1 | 9 | i | i | i | i | i | i | i | -0.4 | i | i
O=C(Cc1ccccc1)NC1CCSc2ccccc21 (configuration not stated) | 39 | i | i | i | i | i | i | i | 0.5 | i | i
O=C1CN(C(=O)c2ccccc2)C(c2ccccc2)c2cc(Cl)ccc2N1 (configuration not stated) | 12 | i | . | i | i | i | i | i | -8.1 | i | i
Cc1ccc(C2=NN(C(=O)COc3ncnc4ccccc34)C(c3ccco3)C2)cc1 (configuration not stated) | 14 | i | i | i | i | i | i | i | 0.1 | i | i
NC(=S)N=Nc1c(O)n(CCCl)c2ccccc12 | 21 | i | i | i | i | i | i | i | -0.1 | i | i
O=C(Cc1ccc(Cl)cc1)c1c[nH]c(C(=O)NCCCn2ccnc2)c1 | 7 | i | i | i | i | i | i | i | -0.5 | i | i
COCCCN(C(=S)Nc1cccc(Cl)c1)C(C)c1ccncc1 (configuration not stated) | 2 | i | i | i | i | i | i | i | -0.3 | i | i
CCOC(=O)c1c(NC(=O)CN2CCN(C(=O)c3ccco3)CC2)sc(C)c1C | 14 | i | i | i | i | i | i | i | -0.1 | i | i
COc1cc(NC(=S)NC(=O)CCc2ccccc2)cc(OC)c1 | -1 | i | i | i | i | i | i | i | -0.2 | i | i
Cc1n[nH]c(=O)c2c(NC(=O)COC(=O)Cc3c(F)cccc3Cl)oc(C)c12 | -9 | i | i | i | i | i | i | i | 1.7 | i | i
CCCCCCC1CC(C)(/C(C)=N/NC(N)=O)OC1=O (configuration not stated) | 28 | i | i | i | i | i | i | i | 0.0 | i | i
CCCCN(C/C=C/c1ccccc1OC)Cc1ccccc1 | 41 | i | i | i | i | i | i | i | -0.2 | i | i
O=S(=O)(NCCN1CCOCC1)c1cc(Cl)ccc1Cl | 5 | i | i | i | i | i | i | i | 0.6 | i | i
CCOc1ccccc1C(=O)Nc1cccc(-c2ccc(N3CCOCC3)nn2)c1 | 6 | i | i | i | i | i | i | i | 3.0 | i | i
CN(CC(=O)Nc1ncn[nH]1)S(=O)(=O)c1ccc(Cl)cc1 | 14 | i | i | i | i | i | i | i | -0.1 | i | i
COc1ccc(CCNC(=O)C(=O)NCC2OCCN2S(=O)(=O)c2ccc(C)cc2)cc1OC (configuration not stated) | 8 | i | i | i | i | i | i | i | 0.3 | i | i
CCN(CC1COc2ccccc2O1)C(=O)c1ccc(Cl)c(S(=O)(=O)N2CC(C)OC(C)C2)c1 (configuration not stated) | 6 | i | i | i | i | i | i | i | -0.9 | i | i
C=CCN1C(=O)c2ccc(C(=O)N(C)CC(=O)Nc3ccccc3Cl)cc2C1=O | 14 | i | i | i | i | i | i | i | 0.8 | i | i
CC(C)C[C@H](NC(=O)N1CCn2c1nc1ccccc12)C(=O)NCC1CCCO1 (some centres not stated) | 12 | i | i | i | i | i | i | i | -0.9 | i | i
CCCNC(=O)[C@H](C)NC(=O)c1ccc(Br)cc1 | 14 | i | i | i | i | i | i | i | -0.5 | i | i
CC(C)(C)c1cc(Cl)ccc1OCCOCCN1CCCC1 | 12 | i | i | i | i | i | i | i | -0.1 | i | i
Cc1ccc(CNC(=O)C2CCCCN2S(=O)(=O)c2ccccc2)cc1 (configuration not stated) | 27 | i | i | i | i | i | i | i | -1.6 | i | i
N#C/C(=C\c1cccnc1)C(=O)NC1CCCCC1 | 13 | i | i | i | i | i | i | i | 0.4 | i | i
CN1CCc2c(OCC(=O)NC3CCCCC3)cccc2C1=O | 18 | i | i | i | i | i | i | i | 0.3 | i | i
COc1ccc(C(=O)Nc2nc(N3C(=O)c4ccccc4C3=O)n(-c3ccccc3)n2)cc1 | 26 | i | i | i | i | i | i | i | 0.9 | i | i
CN(Cc1ccccc1F)c1nc(-c2cccnc2)nc2ccccc12 | . | i | i | i | i | i | i | i | -0.6 | i | i
COc1ccc(NS(=O)(=O)c2ccc3c(c2)CCC(=O)N3)c(OC)c1 | -11 | i | i | i | i | i | i | i | -0.4 | i | i
CCOc1ccc(C2/C(=C(\O)c3ccc4c(c3)OCCO4)C(=O)C(=O)N2Cc2cccnc2)cc1OCC (configuration not stated) | 27 | i | i | i | i | i | i | i | 0.0 | i | i
COc1ccc(Cl)cc1NC(=O)c1cnc2n(c1=O)CCS2 | 17 | i | i | i | i | i | i | i | -0.2 | i | i
CCC(=O)N1CCN(c2ccc(NC(=O)c3ccco3)cc2)CC1 | -3 | i | i | i | i | i | i | i | 0.6 | i | i
COc1ccc(NC(=O)c2csc3c2CCCC3)cc1 | 7 | i | i | i | i | i | i | i | 3.8 | i | i
O=C(Cc1ccccc1)N1CCc2[nH]nc(-c3ccccc3)c2C1 | 0 | i | i | i | i | i | i | i | 0.2 | i | i
CCc1nccn1S(=O)(=O)c1ccc2ccc(C)cc2c1 | 14 | i | . | i | i | i | i | i | . | i | i
CCNC(=S)N(CCc1c(C)[nH]c2ccc(F)cc12)Cc1cccnc1 | 7 | i | i | i | i | i | i | i | -1.9 | i | i
CC1C(=O)N(Cc2ccc(F)cc2)c2ccccc2N1C(=O)c1c(F)cccc1F (configuration not stated) | 0 | i | i | i | i | i | i | i | -6.9 | i | i
O=C(CCc1ccccc1)c1c(O)cc(O)cc1O | -81* | i | i | -5.6* | i | i | i | i | 0.1 | i | i
N/C(Cn1cncn1)=N\OC(=O)c1ccc(Cl)cc1Cl | 12 | i | i | i | i | i | i | i | -0.1 | i | i
Cc1ccc(COc2ccc(-c3nnco3)cc2)cc1 | -1 | i | i | i | i | i | i | i | -0.4 | i | i
Cc1ccc(-n2c(Cn3c(C)nc4ccccc43)n[nH]c2=S)cc1 | 0 | i | i | i | i | i | i | i | 0.1 | i | i
CCCS(=O)(=O)n1nc(-c2ccc(OC)cc2OC)cc1N | 10 | i | i | i | i | i | i | i | 0.1 | i | i
COc1ccc(C(=O)N2CCN(C3CCCCC3)CC2)c(OC)c1 | 36 | i | i | i | i | i | i | i | 0.1 | i | i
CCn1cc(C(=O)N2CCN(c3ccccc3)CC2)c(=O)c2cc(S(=O)(=O)N3CCOCC3)ccc21 | 8 | i | i | i | i | i | i | i | -0.5 | i | i
Cc1nnc(C)n1/N=C/c1cccc([N+](=O)[O-])c1 | 17 | i | i | i | i | i | i | i | -0.3 | i | i
CN(C)Cc1c(O)ccc2ccccc12 | 7 | i | i | i | i | i | i | i | 0.0 | i | i
O=C(N/N=C/c1ccccn1)c1cccnc1 | 16 | i | i | i | i | i | i | i | -0.2 | i | i
O=C(Nc1ccc(NC(=O)C2CC2)nc1)c1ccccc1F | 22 | i | i | i | i | i | i | i | 3.3 | i | i
Nc1ccc(Cl)c(S(=O)(=O)Nc2ccccc2Cl)c1 | 18 | i | i | i | i | i | i | i | -0.2 | i | i
CCC(=O)Nc1ccc(C(=O)N/N=C/c2cccnc2)cc1 | 21 | i | i | i | i | i | i | i | 0.1 | i | i
Cc1ccc(S(=O)(=O)NC(C)C(c2cccs2)N2CCOCC2)cc1 (configuration not stated) | 5 | i | i | i | i | i | i | i | -0.1 | i | i
Cc1cccn2c(=O)c3cc(C(=O)NCc4ccco4)c(=N)n(CCOCCO)c3nc12 | 13 | i | i | i | i | i | i | i | 0.0 | i | i
O=C(O)/C=C/C(=O)c1c(-c2ccccc2)[nH]c2ccccc12 | 11 | i | i | i | i | i | i | i | -0.4 | i | i
CCn1c(NC(C)=O)nc2ccccc21 | 15 | i | i | i | i | i | i | i | -0.2 | i | i
